High-throughput results (PubChem)
FLuc inh – Firefly luciferase inhibition profiling of diverse chemical library using quantitative high-throughput screening. AID 1347043, 2019. Luciferin 4-monooxygenase (Photinus pyralis), P08659. purified P. pyralis luciferase, luminescence, biochemical. hit rate 2.5% among 76,000. Potency, µM (highest dose often 115 µM), for inactives: top-dose activity change, negative = inhibition, hits mostly inhibitors; note: potency is the fitted concentration of half-maximal effect; nearly all actives have a fitted effect of over 65% in size
Target sequence (P08659 whole entry, looked up): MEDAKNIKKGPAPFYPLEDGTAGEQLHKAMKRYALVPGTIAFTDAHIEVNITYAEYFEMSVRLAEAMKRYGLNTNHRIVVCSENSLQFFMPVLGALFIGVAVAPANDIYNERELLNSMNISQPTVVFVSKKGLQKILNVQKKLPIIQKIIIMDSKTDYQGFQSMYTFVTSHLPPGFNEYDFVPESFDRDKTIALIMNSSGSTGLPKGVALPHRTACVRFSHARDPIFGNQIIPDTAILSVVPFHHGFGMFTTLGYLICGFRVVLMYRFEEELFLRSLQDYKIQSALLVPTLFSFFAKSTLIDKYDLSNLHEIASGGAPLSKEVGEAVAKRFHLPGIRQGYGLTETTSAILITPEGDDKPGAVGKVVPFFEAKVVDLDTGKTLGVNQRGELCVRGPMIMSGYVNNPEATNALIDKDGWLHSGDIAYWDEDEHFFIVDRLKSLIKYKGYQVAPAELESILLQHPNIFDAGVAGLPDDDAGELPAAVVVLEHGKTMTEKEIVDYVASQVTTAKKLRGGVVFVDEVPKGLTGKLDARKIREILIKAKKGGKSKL
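Luminescence read by CCD imaging after purified firefly luciferase (10nM final) was added to substrate buffer holding 10uM D-luciferin and 10uM ATP, pH 7.5, pre-dosed with compound.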
HEK cytotox – Cytotoxic Profiling in HEK 293 Cell Line of Diverse Libraries Using Quantitative High-Throughput Screening | HEK 293 viability, ATP luminescence (CellTiter-Glo), 48-72 h | Potency, µM (doses to about 115 µM), without a hit: at the highest dose activity change, negative = cytotoxicity, hits mostly inhibitors | hit rate 6.6% among 94,000; note: potency is the fitted concentration of half-maximal effect; nearly all actives have a fitted effect of over 60% in size
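Cytotoxicity was scored by loss of ATP-coupled luminescence (CellTiter-Glo) in HEK 293 cells. Compound treatment ran 48 or 72 hr at 37 degree Celsius, 5% CO2, 95% humidity.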
GPT2 inhibitor – Primary qHTS assay for inhibitors of Glutamate pyruvate transaminase 2 (GPT2). Alanine aminotransferase 2 (Homo sapiens), Q8TD30. Recombinant GPT2, coupled pyruvate oxidase/HRP Amplex Red fluorescence. Potency, µM (doses to about 57.7 µM), for the others: at the highest dose activity change, negative = inhibition, actives largely listed as inhibitors. hit rate 0.25% among 100,000. AID 1671188, 2021; note: potency is the fitted concentration of half-maximal effect; nearly all actives have a fitted effect of over 60% in size; many of its hits are not listed in these tables
Target sequence (Q8TD30 whole entry, looked up): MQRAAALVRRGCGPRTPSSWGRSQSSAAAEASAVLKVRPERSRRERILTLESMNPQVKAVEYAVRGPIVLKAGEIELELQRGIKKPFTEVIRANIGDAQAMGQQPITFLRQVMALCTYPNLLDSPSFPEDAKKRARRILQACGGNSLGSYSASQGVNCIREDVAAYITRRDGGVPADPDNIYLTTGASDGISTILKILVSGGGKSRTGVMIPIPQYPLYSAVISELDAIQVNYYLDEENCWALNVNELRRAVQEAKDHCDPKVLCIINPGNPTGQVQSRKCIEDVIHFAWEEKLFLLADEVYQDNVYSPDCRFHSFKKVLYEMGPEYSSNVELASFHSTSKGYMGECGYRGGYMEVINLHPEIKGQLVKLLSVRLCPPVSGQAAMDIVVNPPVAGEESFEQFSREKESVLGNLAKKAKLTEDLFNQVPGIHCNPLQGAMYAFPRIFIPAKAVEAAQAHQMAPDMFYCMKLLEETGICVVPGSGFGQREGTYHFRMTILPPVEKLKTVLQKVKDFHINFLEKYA
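GPT2 10ng/uL, a-KG 250uM, L-Ala 2mM, HEPES pH7.5 + 0.0001% Tween; 30 min RT. Then Amplex mix (PO/HRP/ThPP), 30 min RT dark, fluorescence. AOA 50uM used as positive control.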
SNCA viab count – GF-AFC viability counterscreen for inhibitors of alpha-synuclein gene (SNCA) expression; HEK-293-SNCA-luc viability, GF-AFC fluorescence, 24 h; Potency, µM (titrated, usually from 57.1 µM), for inactives: at the highest dose activity change, negative = cytotoxicity, actives largely listed as cytotoxic; hit rate 0.12% among 150,000;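 note: potency is the fitted concentration of half-maximal effect; 0% = DMSO-treated cells and -100% = medium-only wells without cells; nearly all actives have a fitted effect of over 30% in size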
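Cytotoxicity counterscreen: after 24 h compound treatment of genome-edited SNCA-luciferase HEK-293 cells, live-cell protease substrate GF-AFC read by fluorescence after 30 min; activity scaled between DMSO (0%) and medium-only (-100%), curves Hill-fitted.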
SNCA expr inh – Primary qHTS assay for inhibitors of alpha-synuclein gene (SNCA) expression; hit rate 0.17% among 140,000; AID 1671194, 2021; HEK-293 SNCA-luciferase knock-in, luminescence, 24 h; Potency, µM (top dose mostly 57.2 µM), for inactives: top-dose activity change, negative = inhibition, actives largely listed as inhibitors;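 note: potency is the fitted concentration of half-maximal effect; plate controls were DMSO cells for no effect and cell-free wells for full effect; nearly all actives have a fitted effect of over 45% in size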
IP6K1 inh – Primary qHTS assay for small molecule inhibitors of Inositol hexaphosphate kinase 1 (IP6K1); hit rate 0.81% among 140,000; activity change, % (series mostly up to about 58 µM); AID 1645851, 2021; IP6K1 kinase, ADP-Glo luminescence, 2 h; stronger effect = lower value; in the data active = activity change below about -25%
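ADP-Glo luminescence measures ADP made by human IP6K1 during a 2 h RT reaction with ATP/IP6 (mix at 1.3 mM/130 uM); top library doses 57.5 and 19.1 uM final.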
NIH3T3 tox – Cytotoxic Profiling in NIH 3T3 Cell Line of Diverse Libraries Using Quantitative High-Throughput Screening. NIH 3T3 viability, CellTiter-Glo ATP luminescence, 48-72 h. Potency, µM (top dose mostly 96.7 µM), without a hit: top-dose activity change, negative = cytotoxicity, actives largely listed as inhibitors. hit rate 4.3% among 94,000. AID 1345082, 2018; note: potency is the fitted concentration of half-maximal effect; nearly all actives have a fitted effect of over 55% in size
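Cytotoxicity was measured by CellTiter-Glo ATP luminescence after 48 or 72 h compound exposure at 37 °C. Mouse NIH 3T3 fibroblasts were seeded at 400 cells/well and dosed by 23 nL pin transfer.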
Numbers without * were called inactive; [ ] = dose if it differs, or a comment. Unless noted, calls come from the whole dose curve; as a rule, active = well fitted curve in the direction sought with a large enough effect; inconclusive = small, poorly fitted or top-dose-only effect, or another doubt; inactive = no such curve, though single readings can be large; an effect the other way counts as inactive or inconclusive. Unless noted, % is set by controls: 0 for no effect and ±100 for the full control effect.

How did COc1cccc(NC(=O)C2(C)CCCCC(=O)N2)c1 (configuration not stated) do in these assays?
FLuc inh: -2%; HEK cytotox: 4%; GPT2 inhibitor: inactive; SNCA viab count: -7%; SNCA expr inh: 3%; IP6K1 inh: 31; NIH3T3 tox: inactive

Results for CCC(CC)NC(=O)c1ccc2nccn2c1 ?
HEK cytotox: 1%[230 µM]; GPT2 inhibitor: -7%[88.5 µM]; SNCA viab count: 0%[87.6 µM]; SNCA expr inh: 6%[87.6 µM]; IP6K1 inh: 29; NIH3T3 tox: -14%[174 µM]

What do the screens show for `COc1ccccc1CNC(=O)C1CCN(c2cc(C(F)(F)F)nc(C)n2)CC1`?
FLuc inh: -1%; HEK cytotox: inconclusive; GPT2 inhibitor: inactive; SNCA viab count: 12%; SNCA expr inh: -23%; IP6K1 inh: -2; NIH3T3 tox: inconclusive

What do the screens show for `CCc1noc([C@@H]2CC(F)(F)CN2C(=O)c2ccco2)n1`?
FLuc inh: -4%; HEK cytotox: -3%; GPT2 inhibitor: inactive; SNCA viab count: -4%; SNCA expr inh: 7%; IP6K1 inh: 0; NIH3T3 tox: -4%

How did CC(C)N1C(=O)Cc2ccccc2C1C(=O)NCc1ccc(N(C)C)cc1 (configuration not stated) do in these assays?
FLuc inh: -18%; HEK cytotox: 4%; GPT2 inhibitor: inactive; SNCA viab count: 7%; SNCA expr inh: 32%[activator]; IP6K1 inh: 1; NIH3T3 tox: -3%

Results for N#Cc1cc2c(=O)n3ccccc3nc2n(-c2nnc(SCc3ccc(F)cc3)s2)c1=O ?
SNCA viab count: inconclusive; SNCA expr inh: -27%; IP6K1 inh: 20

What do the screens show for `Cc1ccc(NC(=O)c2nc(S(C)(=O)=O)ncc2N(Cc2ccco2)Cc2cccs2)cc1C`?
SNCA viab count: inconclusive; SNCA expr inh: 4%; IP6K1 inh: -14

What do the screens show for `Cc1ccc(CN2C(=O)[C@@H]3C[C@@H](O)CN3C3(CN(Cc4ccc(F)cc4)C3)C2=O)o1`?
FLuc inh: -11%[172 µM]; HEK cytotox: -9%[172 µM]; GPT2 inhibitor: inactive; SNCA viab count: -17%[87.6 µM]; SNCA expr inh: 5%[87.6 µM]; IP6K1 inh: -7; NIH3T3 tox: -15%[174 µM]

Results for Cc1ccc(C(=O)N2CCCCCCNC(=O)[C@@H]3CCCC[C@@H]32)c(=O)[nH]1 ?
FLuc inh: 2%; HEK cytotox: -6%; GPT2 inhibitor: -11%; SNCA viab count: -9%; SNCA expr inh: 13%; IP6K1 inh: -8; NIH3T3 tox: -2%

What do the screens show for `O=C(c1ccccc1OC1CN(Cc2ccc(F)c(F)c2)C1)N1CCOCC1`?
FLuc inh: 8%; HEK cytotox: inconclusive; GPT2 inhibitor: 2%; SNCA viab count: -4%; SNCA expr inh: 4%; IP6K1 inh: -7; NIH3T3 tox: -16%

How did O=C1NCCCCCCN(Cc2ccncc2)[C@@H]2CN(C(=O)CCc3ccccc3)CC[C@@H]12 do in these assays?
FLuc inh: -1%; HEK cytotox: -14%; GPT2 inhibitor: -4%; SNCA viab count: -4%; SNCA expr inh: -5%; IP6K1 inh: 20; NIH3T3 tox: -22%

What do the screens show for `COc1ccc(S(=O)(=O)N2C[C@@H](F)[C@@H](OCc3nc4ccccc4o3)C2)cc1`?
FLuc inh: -4%[172 µM]; HEK cytotox: inconclusive; GPT2 inhibitor: inactive; SNCA viab count: -4%[87.6 µM]; SNCA expr inh: -18%[87.6 µM]; IP6K1 inh: -6; NIH3T3 tox: -27%[138 µM]

Results for Cn1nccc1C(=O)N1CCCCCCNC(=O)[C@@H]2CCCC[C@@H]21 ?
FLuc inh: -8%; HEK cytotox: -10%; GPT2 inhibitor: inactive; SNCA viab count: -1%; SNCA expr inh: -15%; IP6K1 inh: -5; NIH3T3 tox: -10%

How did CCC(C(=O)NCc1ccccc1)n1ncn2c(cc3occc32)c1=O (configuration not stated) do in these assays?
SNCA viab count: 7%; SNCA expr inh: 37%[activator]; IP6K1 inh: -18

Results for CN(C)C(=O)c1ccc2c(c1)N(CC(=O)NCc1ccccc1Cl)C(=O)C1CCCCN21 (configuration not stated) ?
SNCA viab count: 2%; SNCA expr inh: 2%; IP6K1 inh: -4

What do the screens show for `O=C(Nc1ccccc1F)c1oc2ccccc2c1NC(=O)C12CC3CC(CC(C3)C1)C2`?
SNCA viab count: 11%; SNCA expr inh: 25%; IP6K1 inh: 10

Results for O=C(Nc1nc2n(n1)C(c1ccccc1)C=C(c1ccc(Cl)cc1)N2)c1ccco1 (configuration not stated) ?
SNCA viab count: inconclusive; SNCA expr inh: 20%; IP6K1 inh: -9

How did COCc1nc(-c2ccc(OC3CCN(Cc4ccc(C(F)(F)F)cc4)C3)cc2)no1 (configuration not stated) do in these assays?
FLuc inh: -2%; HEK cytotox: inconclusive; GPT2 inhibitor: inactive; SNCA viab count: -5%; SNCA expr inh: -3%; IP6K1 inh: 4; NIH3T3 tox: inconclusive

Results for CCC1=C(C(=O)OC)C(c2ccc(C(C)C)cc2)N2C(CC(=O)N3CCOCC3)=CSC2=N1 (configuration not stated) ?
FLuc inh: -21%; HEK cytotox: -27%; GPT2 inhibitor: inactive; SNCA viab count: -1%; SNCA expr inh: 22%; IP6K1 inh: 0; NIH3T3 tox: -27%

What do the screens show for `Cc1ccc(-c2ccc3nnc(CNC(=O)c4ccccn4)n3n2)cc1`?
FLuc inh: 0%; HEK cytotox: inconclusive; GPT2 inhibitor: 0%; SNCA viab count: 6%; SNCA expr inh: -13%; IP6K1 inh: -2; NIH3T3 tox: inconclusive

Reprinted from the part before: three entries, then new ones.
How did COCc1nc(-c2ccc(OC3CCN(Cc4ccc(C(F)(F)F)cc4)C3)cc2)no1 (configuration not stated) do in these assays?
FLuc inh: -2%; HEK cytotox: inconclusive; GPT2 inhibitor: inactive; SNCA viab count: -5%; SNCA expr inh: -3%; IP6K1 inh: 4; NIH3T3 tox: inconclusive

Results for CCC1=C(C(=O)OC)C(c2ccc(C(C)C)cc2)N2C(CC(=O)N3CCOCC3)=CSC2=N1 (configuration not stated) ?
FLuc inh: -21%; HEK cytotox: -27%; GPT2 inhibitor: inactive; SNCA viab count: -1%; SNCA expr inh: 22%; IP6K1 inh: 0; NIH3T3 tox: -27%

What do the screens show for `Cc1ccc(-c2ccc3nnc(CNC(=O)c4ccccn4)n3n2)cc1`?
FLuc inh: 0%; HEK cytotox: inconclusive; GPT2 inhibitor: 0%; SNCA viab count: 6%; SNCA expr inh: -13%; IP6K1 inh: -2; NIH3T3 tox: inconclusive

How did CN1CC(=O)N2CCN(S(=O)(=O)c3ccc(Cl)s3)CC2C1=O (configuration not stated) do in these assays?
FLuc inh: 11%; HEK cytotox: 1%; GPT2 inhibitor: 2%; SNCA viab count: 8%; SNCA expr inh: -8%; IP6K1 inh: -1; NIH3T3 tox: -11%

How did COc1ccc(C(=O)NCCc2noc(C3CC3)n2)cn1 do in these assays?
FLuc inh: -2%; HEK cytotox: 5%; GPT2 inhibitor: inactive; SNCA viab count: -10%; SNCA expr inh: 19%; IP6K1 inh: 16; NIH3T3 tox: inactive

How did COC(=O)c1ccc2c(c1)nc1n2[C@@H](CNC(=O)NC2CCCCC2)COC1 do in these assays?
FLuc inh: -16%[172 µM]; HEK cytotox: -18%[172 µM]; GPT2 inhibitor: 3%[88.5 µM]; SNCA viab count: -9%[87.6 µM]; SNCA expr inh: 13%[87.6 µM]; IP6K1 inh: -8; NIH3T3 tox: -17%[138 µM]

Results for CCOc1ccccc1NC(=O)c1ccc2c(c1)CCN2S(=O)(=O)c1ccc(C)cc1 ?
SNCA viab count: 8%; SNCA expr inh: -11%; IP6K1 inh: 11

How did CS(=O)(=O)c1ccc2c(c1)nc1n2[C@@H](CNCc2ccncc2F)COC1 do in these assays?
FLuc inh: -9%[172 µM]; HEK cytotox: 4%[172 µM]; GPT2 inhibitor: inactive; SNCA viab count: 2%[87.6 µM]; SNCA expr inh: 8%[87.6 µM]; IP6K1 inh: -1; NIH3T3 tox: 3%[138 µM]

What do the screens show for `Cc1oc(-c2ccccc2)nc1Cn1c(SCc2cccc(C(F)(F)F)c2)nc2cccnc21`?
SNCA viab count: 6%; SNCA expr inh: -9%; IP6K1 inh: 24

What do the screens show for `Cc1nc(C(C)C)sc1C(=O)N1CCC(=O)N(CC2CC2)C(C(C)C)C1` (configuration not stated)?
FLuc inh: 0%; HEK cytotox: -13%; GPT2 inhibitor: inactive; SNCA viab count: 2%; SNCA expr inh: -23%; IP6K1 inh: -16; NIH3T3 tox: inconclusive

How did COc1cc(CNc2ccc3[nH]c(=O)[nH]c3c2)ccc1OCc1ccccc1F do in these assays?
SNCA viab count: -29%; SNCA expr inh: -4%; IP6K1 inh: 5

What do the screens show for `Cc1ccc(-c2c(CN3CCN(c4cccc(C(F)(F)F)c4)CC3)csc2C)cc1`?
SNCA viab count: 12%; SNCA expr inh: -9%; IP6K1 inh: 6

Results for CN(C)C(N)=NCCC[C@H](N)C(=O)O ?
GPT2 inhibitor: inactive; SNCA viab count: -1%; SNCA expr inh: 23%

What do the screens show for `CCOc1ccccc1Nc1sc(C(=O)c2ccccc2)c(N)c1C(=O)Nc1ccccc1`?
SNCA viab count: -6%; SNCA expr inh: -26%; IP6K1 inh: -14

How did Cn1cc(S(=O)(=O)c2ccccc2)c(=O)c2cc(F)c(N3CCN(c4ccccc4)CC3)cc21 do in these assays?
SNCA viab count: -4%; SNCA expr inh: -3%; IP6K1 inh: 28

How did Cc1ccc2c(c1)-c1c(cnn1CC(=O)N1CCN(c3cc(Cl)ccc3C)CC1)CO2 do in these assays?
SNCA viab count: 2%; SNCA expr inh: 16%; IP6K1 inh: 1

Results for O=C(COc1ccc2oc3c(c2c1)CCCC3)Nc1ccc(Cl)cc1 ?
SNCA viab count: -6%; SNCA expr inh: 1%; IP6K1 inh: 20

How did CCOc1ccc(-c2cc3c(=O)n(CCNC(=O)C4(c5ccccc5)CC4)ccn3n2)cc1 do in these assays?
FLuc inh: 25µM*; HEK cytotox: inactive; GPT2 inhibitor: -11%; SNCA viab count: 7%; SNCA expr inh: -4%; IP6K1 inh: -5; NIH3T3 tox: inactive

Results for O=C(CC1CCCN(c2cn[nH]c(=O)c2)C1)N1CCC(Cc2ccccc2)CC1 (configuration not stated) ?
FLuc inh: 8%; HEK cytotox: inconclusive; GPT2 inhibitor: -6%; SNCA viab count: -2%; SNCA expr inh: -9%; IP6K1 inh: 5; NIH3T3 tox: -33%

An excerpt, so the mix of outcomes need not match the whole.
